Assay outcomes deposited in PubChem BioAssay by National Center for Advancing Translational Sciences (NCATS).
Chronic BCR inh: chronic active BCR signaling inhibition; ABC-DLBCL IkBa-CBG/CBR reporter, luminescence ratio, 4 h; Potency, µM (titrated, usually from 46.1 µM), inactives show at the highest dose ratio change, negative = lower green/red ratio, most hits filed as inhibitors; 340,000 compounds, 0.05% hits; active = well fitted inhibition curve with a large enough effect in the signal ratio, with a control signal flat, not every such curve was filed as active; inconclusive = small, poorly fitted or top-dose-only effect, or effect the other way, or a change in a side signal; the % refers to the signal ratio;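 also: potency is read from the fitted curve at half-maximal effect; plate controls were basal doxycycline-induced cells for no effect and cells given 10 µM MG132 for full effect; MG132 reads +100%, hits lower the ratio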
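Cell line TMD8 (human ABC DLBCL), stably expressing tet-inducible CBG68-IkBa fusion and CBR; IMDM/0.5% FBS; cpd up to 46 uM; dox induction, 4 h, 37C/5% CO2; dual luminescence; green/red ratio; MG132 control.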
PKM2 act: PKM2 (human) enzyme activation; purified PKM2, Kinase-Glo ATP luminescence, activation; response scale: 0% is enzyme alone, no compound; Potency, µM (top dose mostly 57.5 µM), inactives show at the highest dose activation, actives largely listed as activators; 260,000 compounds, 0.34% hits; AID 1631; also: potency is read from the fitted curve at half-maximal effect; nearly all actives have a fitted effect of over 55% in size
Target sequence (P14618 whole entry, looked up): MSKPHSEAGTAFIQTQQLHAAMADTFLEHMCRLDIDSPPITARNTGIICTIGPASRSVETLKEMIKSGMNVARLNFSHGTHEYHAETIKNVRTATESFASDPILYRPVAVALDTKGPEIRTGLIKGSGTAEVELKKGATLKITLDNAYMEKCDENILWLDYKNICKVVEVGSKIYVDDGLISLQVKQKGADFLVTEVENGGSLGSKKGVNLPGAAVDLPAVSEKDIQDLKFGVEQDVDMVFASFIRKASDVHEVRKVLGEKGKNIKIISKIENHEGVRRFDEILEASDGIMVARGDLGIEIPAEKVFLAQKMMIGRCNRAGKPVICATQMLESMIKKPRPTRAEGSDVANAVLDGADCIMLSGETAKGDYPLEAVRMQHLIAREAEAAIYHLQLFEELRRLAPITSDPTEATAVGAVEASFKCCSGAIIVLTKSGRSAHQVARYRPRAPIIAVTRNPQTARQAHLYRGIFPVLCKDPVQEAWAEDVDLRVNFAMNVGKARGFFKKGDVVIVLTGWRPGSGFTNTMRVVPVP
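Purified hPK-M2 (>95% pure) converted ADP (0.1 mM final) to ATP with 0.5 mM PEP in 50 mM imidazole pH7.2, KCl, MgCl2, Tween 20, BSA; 1 h at room temperature. ATP detected by Kinase-Glo luminescence.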
B2AR arrestin: recruits beta-arrestin to the human beta2-adrenergic receptor; beta-arrestin recruitment to beta2AR, cell-based reporter; AID 492947; P07550; Potency, µM (top dose mostly 46.1 µM), inactives show at the highest dose activation, most hits filed as activators; 330,000 compounds, 0.02% hits;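 also: potency is read from the fitted curve at half-maximal effect; 0% = DMSO controls and full agonism = EC100 isoproterenol or metaproterenol; nearly all actives have a fitted effect of over 65% in size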
hERG WT inh: KCNH2 (human, wildtype) channel inhibition; AID 720551; activity change, % at 1.84 µM; U2OS, BacMam KCNH2, thallium flux FluxOr; hits give low values; Q12809; 340,000 compounds, 0.37% hits;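 active = maximum activity change below -70%; inconclusive = maximum activity change between -70% and -50%; inactive = maximum activity change above -50%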
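U2OS cells transduced with wild-type KCNH2 virus are loaded with FluxOr dye for 45 min, and thallium flux is measured in kinetic reads before and after stimulation buffer. Rate constants are normalized to DMSO controls.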
GALK inh: galactokinase (human) inhibition; P51570; Purified GALK, Kinase-Glo residual ATP luminescence; Potency, µM (series often up to 57.5 µM), for inactives: top-dose activity change, negative = inhibition, most hits filed as inhibitors; 270,000 compounds, 0.007% hits; also: potency is read from the fitted curve at half-maximal effect
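GALK at 5 nM final was combined with compound, 35 uM ATP and 100 uM galactose in HEPES pH8.0 with MgCl2 and DTT. The reaction ran one hour at room temperature before luminescent ATP detection.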
Coupling enz: coupling enzyme interference in Giardia aldolase counter-screen | coupling enzyme system counterscreen, AmpLite Red fluorescence | activity change, negative = inhibition, % at 58.2 µM, hits read low | 290,000 compounds, 0.67% hits; in the data active = activity change below about -30%
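Counterscreen lacking aldolase: glyceraldehyde-3-phosphate coupling-enzyme reagent preincubated 10 min at RT with compound (at 57.5 uM final), then substrate/coupling system with AmpLite Red added; fluorescence read at 525/598 nm after 20 min RT.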
uPA generation: inhibitors of cell surface uPA generation | AID 540303 | Potency, µM (titrated, usually from 38.3 µM), for inactives: top-dose activity change, negative = inhibition, most hits filed as inhibitors | cell surface uPA generation assay, qHTS | 330,000 compounds, 0.31% hits; active = well fitted inhibition curve with a large enough effect; inconclusive = small, poorly fitted or top-dose-only effect; inactive = no such curve, though single readings can be large or run the other way; tested in mouse RAW 264.7 cells; also: potency is read from the fitted curve at half-maximal effect; nearly all actives have a fitted effect of over 55% in size
USP2a block: blocks human ubiquitin-specific protease USP2a; USP2 core, Ub-CHOP2 coupled fluorogenic reporter, 485/531; Potency, µM (top dose mostly 38.3 µM), without a hit: top-dose activity change, negative = inhibition, actives largely listed as inhibitors; 330,000 compounds, 0.01% hits; AID 463254;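 also: potency is read from the fitted curve at half-maximal effect; plate controls were DMSO wells for no effect and full inhibition by NEM control for full effect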
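Cell-free coupled assay: 10nM USP2 core preincubated 30min RT with compound in Tris-HCl pH 8.0/CaCl2/CHAPS buffer, then 25nM Ub-CHOP2 and 25nM reporter substrate; fluorescence (Ex 485/Em 531) read after 60min RT, normalized to NEM inhibition, concentration-response curves fitted.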
Eya2 phos inh: Eya2 (human) phosphatase inhibition | O00167 | recombinant Eya2, OMFP fluorescence dephosphorylation (OMFP is methylfluorescein phosphate) | Potency, µM (highest dose often 76.9 µM), for inactives: at the top dose activity, negative = inhibition, most hits filed as inhibitors | 330,000 compounds, 0.006% hits | AID 488837; also: potency is read from the fitted curve at half-maximal effect
Target sequence (O00167 whole entry, looked up): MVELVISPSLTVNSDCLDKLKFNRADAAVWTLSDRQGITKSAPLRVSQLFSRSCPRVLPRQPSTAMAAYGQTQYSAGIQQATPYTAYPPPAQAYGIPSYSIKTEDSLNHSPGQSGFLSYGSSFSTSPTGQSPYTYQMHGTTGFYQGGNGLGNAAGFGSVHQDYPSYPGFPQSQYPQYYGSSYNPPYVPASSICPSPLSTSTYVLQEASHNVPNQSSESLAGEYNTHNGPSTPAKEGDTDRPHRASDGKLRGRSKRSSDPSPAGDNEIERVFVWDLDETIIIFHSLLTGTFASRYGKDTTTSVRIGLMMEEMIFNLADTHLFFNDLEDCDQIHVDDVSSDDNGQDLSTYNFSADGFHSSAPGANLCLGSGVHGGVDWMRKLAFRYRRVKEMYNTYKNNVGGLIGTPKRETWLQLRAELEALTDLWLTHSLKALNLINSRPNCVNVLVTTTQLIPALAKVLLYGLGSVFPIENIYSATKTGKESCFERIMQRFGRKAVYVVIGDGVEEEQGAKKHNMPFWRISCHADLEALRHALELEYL
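Eya2 (0.2 uM) preincubated 10 min at ambient with compound, then OMFP substrate added at 50 uM; 10 min reaction in 50 mM HEPES pH 7.5, 50 mM NaCl, 5 uM MgCl2, 0.05% BSA, 1 mM DTT. Fluorescence read at Ex 485/Em 525 nm.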
Giardia kill: Giardia lamblia killing. Giardia lamblia trophozoite viability. activity change, % at 7.66 µM, hits read low. 340,000 compounds, 0.15% hits; in the data active = activity change below about -80%; inconclusive = between about -30% and that limit;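 also: parasites exposed to compound for two days anaerobically before the ATP read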
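Giardia trophozoites, 100 cells per well, were exposed to compounds for 48 hrs at 37 deg C under anaerobic conditions; viability was then read as ATP content by bioluminescence after 15-30 min at room temperature.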
KCNH2 3.1 inh: inhibitors of human KCNH2 3.1 potassium channel isoform | U2OS KCNH2 3.1, thallium flux FluxOr; hits give low values | activity change, % (tested at about 1.8 µM) | 340,000 compounds, 0.95% hits;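 active = maximum activity change below -70%; inconclusive = maximum activity change from -70% to -50%; inactive = maximum activity change above -50%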;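 also: thallium influx rate constant from kinetic fluorescence after stimulation buffer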
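Steps: virus added to U2OS suspension (4 h, RT, dark); medium with 10% FBS added, cells plated, 37 C overnight; FluxOr/Red40 loading buffer 45 min RT; stimulation buffer, 2 min kinetic read; rate constant normalized.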
Starred values were filed as active, the others as inactive; i = inactive; ? = inconclusive; nt = no result given; [ ] = another dose, or the depositor's remark. Unless noted, calls follow the shape of the dose curve; as a rule, active = well fitted curve in the direction sought with a large enough effect; inconclusive = small, poorly fitted or top-dose-only effect, or another doubt; inactive = no such curve, though single readings can be large; an effect the other way counts as inactive or inconclusive. Unless noted, % is scaled to controls: 0 for no effect and ±100 for the full control effect.

Below each SMILES: Chronic BCR inh	PKM2 act	B2AR arrestin	hERG WT inh	GALK inh	Coupling enz	uPA generation	USP2a block	Eya2 phos inh	Giardia kill	KCNH2 3.1 inh
1: COc1ccc(CNC(=O)CN(CC2CCCO2)C(=O)CNS(=O)(=O)c2ccccc2)cc1 (stereo not given)
  8%	-1%	0.0%	-13	-1%	1	-3%	1%	14%	-5	-20
2: COc1ccccc1CC(=O)N1CCN(c2ccccn2)CC1
  -1%	-8%	-1.2%	19	4%	-2	-2%	2%	-8%	-5	4
3: COc1ccccc1CNc1nc(S(=O)(=O)c2ccccc2)c(Cl)s1
  -19%	19%	4.9%	2	-4%	0	-5%	3%	-11%	0	-2
4: COc1cc(Cl)c(CNC[C@H]2O[C@@H](n3cnc4c(N)ncnc43)[C@H](O)[C@@H]2O)c(Cl)c1O
  -7%	nt	-1.2%	-4	nt	nt	3%	4%	7%	34[activator]	8
5: C=CCOc1ccccc1CN1CCN(CCc2ccccc2)C(CCO)C1 (stereo not given)
  0%	0%	0.3%	31	-6%	1	-3%	-1%	6%	7	-8
6: COC(=O)CSc1nnc(-c2cnccn2)n1C
  3%	3%	0.3%	-9	0%	3	nt	-1%	-9%	-16	3
7: Cc1cc(C)n(CCN(C)C(=O)C2CCC(=O)N(CCN3CCOCC3)C2)n1 (stereo not given)
  7%	-2%	-0.4%	16	0%	nt	4%	2%	-4%	16	0
8: COc1ccccc1N(CC(=O)NC1CCCCC1C)S(=O)(=O)c1cccs1 (stereo not given)
  2%	nt	3.1%	-4	nt	nt	-1%	0%	-28%	2	8
9: CCOC(=O)Cn1cnc2c(nnn2-c2cccc(OC)c2)c1=O
  ?	nt	-1.7%	3	0%	0	-3%	1%	15%	3	-3
10: CC1(C)C2CCC(C2)C1(C)NC(=O)CNCC1CCCCC1 (stereo not given)
  2%	1%	0.0%	i	-3%	0	-4%	-1%	-4%	-18	3
11: CC(C)c1cc(-c2cc(C(=O)NCc3ccccc3)on2)nc(NCC2CC2)n1
  16%	-3%	-0.6%	nt	2%	4	?	1%	-12%	2	nt
12: Cc1ccccc1CNC(=O)c1ccc(CSCc2ccccc2)cc1
  14%	-1%	0.2%	7	1%	-2	12%	2%	-5%	1	-10
13: COc1cccc(OCc2cc(C(=O)N3CCN(C4CCCCC4)C(=O)C3)no2)c1
  -8%	5%[0.46 µM]	-0.5%	-3	0%	-3	-1%	0%	1%	8	2
14: O=C(N/N=C/c1cccc2ccccc12)C(=O)N1CCCC1
  -12%	-11%	-0.1%	-1	3%	0	1%	2%	8%	-21	-3
15: Cc1ccc(-c2nn(-c3ccccc3)cc2/C=N/n2c(-c3cccs3)n[nH]c2=S)cc1
  ?	-1%	0.2%	9	-3%	-6	9%	1%	-2%	4	-8
16: O=C(c1ccncc1)N1CCN(S(=O)(=O)c2cccc(C(F)(F)F)c2)CC1
  3%	nt	-0.3%	2	nt	nt	-7%	2%	?	4	12
17: O=C(CCS(=O)(=O)c1ccc(F)cc1)Nc1nnc(-c2cccs2)o1
  -3%	nt	-0.4%	-5	nt	nt	10µM*	0%	26%	-2	2
18: CC(C)n1cc(NC(=O)COc2ccccc2Cl)cn1
  ?	11%	0.2%	7	-3%	1	3%	1%	11%	8	-17
19: COc1ccc(CCNC(=O)C(=O)NCc2cccs2)cc1OC
  ?	2%	-0.3%	-4	-2%	6	?	-1%	-7%	38[activator]	2
20: COc1ccc2[nH]c(C(=O)O)c(NC(=O)c3ccccc3[N+](=O)[O-])c2c1
  3%	-9%	-0.8%	-3	nt	-3	-2%	0%	-9%	-8	1
21: Cc1sc(N)nc1-c1ccc2c(c1)OCCO2
  -2%	0%[11.5 µM]	-0.6%	2	-7%	0	2%	0%	-6%	?	-6
22: COc1ccc(C)cc1NC(=O)CSc1nnc2ccc(-c3ccccn3)nn12
  1%	nt	0.0%	-6	nt	nt	5%	1%	-3%	12	-19
23: O=C(NC1CCCCC1)C(c1ccc(F)cc1)N(Cc1ccco1)C(=O)c1csnn1 (stereo not given)
  -3%	nt	-0.2%	-4	4%	1	2%	-1%	-2%	20	10
24: C/C(CC(=O)NC1CCCCC1)=N\NC(=O)c1ccccn1
  nt	-17%	-0.4%	5	6%	-3	-4%	1%	-21%	4	4
25: COc1cc(C(=O)NC(C)c2cnn(-c3ccccc3C)c2C)cc(OC)c1OC (stereo not given)
  0%	-2%	-0.2%	8	5%	-1	-3%	0%	6%	3	-5
26: O=C1CC(c2ccc(Cl)cc2)CC(O)=C1C=NCc1ccc(Cl)c(Cl)c1 (stereo not given)
  20%	-3%	-0.4%	7	0%	-2	-1%	-5%	-11%	-20	-18
27: CCCCCCC(C)OC(=O)Nc1cccc2ccccc12 (stereo not given)
  ?	0%	0.0%	-5	-2%	-2	-2%	3%	-18%	-4	-5
28: COc1ccc(C(c2c[nH]c3ccccc23)c2c[nH]c3ccccc23)cc1O
  ?	-4%	-0.2%	nt	1%	-4	nt	-9%	-31%	nt	nt
29: CS(=O)(=O)c1ccc2nc(NC(=O)CCNC(=O)c3ccc(Cl)cc3)sc2c1
  ?	nt	-0.1%	-7	nt	nt	-1%	0%	-1%	13	9
30: COC(=O)CSc1nnc(CNc2nc(-c3ccccc3)cs2)n1C
  3%	-9%	0.0%	-14	0%	1	1%	0%	3%	-9	-1
31: COc1cc(C2C(N3C(=O)c4ccccc4C3=O)C(=O)N2c2ccc(C)c(C)c2)cc(OC)c1OC (stereo not given)
  ?	0%	-0.2%	i	2%	-3	-10%	2%	0%	13	13
32: O=C(Nc1ccc(F)c(F)c1)c1ccc2c(c1)OCO2
  ?	-14%	0.1%	14	4%	-4	-21%	3%	-1%	-16	-2
33: COc1cc(/C=C/C(=O)O[C@H]2[C@H](O[C@@H]3O[C@@H](C)[C@H](O)[C@@H](O)[C@H]3O)[C@@H](O)[C@H](OCCc3ccc(O)c(OC)c3)O[C@@H]2CO)ccc1O
  2%	nt	-0.8%	0	nt	nt	7%	1%	6%	0	-2
34: COc1ccc(C2/C(=C(/O)c3ccc(F)cc3)C(=O)C(=O)N2CCCN2CCOCC2)cc1OC (stereo not given)
  0%	3%	4.9%	-4	4%	0	9%	-2%	0%	-26	31
35: COc1ccc(NC(=O)c2cc(S(=O)(=O)N3CCCC3)oc2C)cc1
  -3%	4%	0.0%	-1	6%	2	6%	-2%	0%	4	8
36: COc1ccccc1C(=O)NCCn1cc(SCC(=O)Nc2nnc(C)s2)c2ccccc21
  ?	8%	-1.0%	5	-1%	3	-4%	-1%	?	-14	1
37: CC(=O)Oc1ccc2c3c(c(=O)oc2c1C)CCCC3
  -1%	nt	-0.9%	-2	1%	5	2%	1%	2%	5	1
38: O=C1C2C(c3ccccc3)C=CC(c3ccccc3)C2C(=O)N1c1ccccn1 (stereo not given)
  8%	-1%	0.3%	-8	-2%	0	0%	1%	-6%	15	7
39: Cc1ccsc1C1C(C#N)=C(N)OC2=C1C(=O)CCC2 (stereo not given)
  -3%	6%	-0.1%	0	2%	-30	-1%	2%	5%	5	-16
40: COc1ccc(NC(=O)C2CCCCC2)cc1S(=O)(=O)N1CCOCC1
  -4%	nt	-0.9%	2	nt	nt	2%	1%	4%	6	18
41: COc1ccc(OC)c(C2C=C(C34CC5CC(CC(C5)C3)C4)NC(=S)N2)c1 (stereo not given)
  2%	-3%	-0.4%	i	2%	2	0%	1%	-1%	-15	?
42: COc1ccc(CCN2C(=O)C3C4C=CC(C4)C3C2=O)cc1OC (stereo not given)
  1%	2%	0.0%	-10	0%	1	nt	0%	0%	7	9
43: Cc1cc(C(F)F)nn1CC(=O)NC1CCCC1
  1%	-5%	5.4%	0	7%	2	-2%	0%	13%	-2	-5
44: CN(CC(=O)Nc1cccc(F)c1)C(=O)CCCc1nc2ccccc2c(=O)[nH]1
  5%	nt	0.5%	-3	nt	nt	4%	1%	14%	4	6
45: CCN(CC)c1ccc(NC(=O)Nc2cccc3ccccc23)cc1
  -15%	nt	2.7%	-4	-2%	2	-1%	4%	7%	2	7
46: CN(c1ccccc1)S(=O)(=O)c1cccc(NC(=O)CSc2n[nH]c(N)n2)c1
  2%	14%	-0.2%	-1	-5%	-3	-4%	1%	2%	-8	2
47: Clc1ccc(SCCCN2CCCCC2)cc1
  -17%	0%	0.0%	21	-1%	3	-17%	-8%	9%	44[activator]	0
48: COc1cc(Cl)ccc1OCc1cc(C(=O)N2C[C@@H]3CCC[C@H]2C3)no1
  3%	-2%	0.1%	-1	-4%	nt	2%	1%	-12%	7	14
49: COc1cccc(C=O)c1OCCN1C(=O)c2ccccc2C1=O
  -2%	-2%	0.3%	-4	-2%	-1	-3%	1%	-3%	-5	20
